NOD1 NF-kB reporter = NOD1 signaling inhibitors, primary screen, cell-based, luminescence, uHTS (AID 1578); NOD1-driven NF-kB luciferase reporter cells, luminescence; higher % means a stronger effect; one-dose inhibition, % at 4 µM; EC50 in µM for titrated hits; actives 1% (n = 290,000); in the data active = inhibition mostly above about 36%, no sharp cut-off; inactive = mostly below about 34%;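 also: HEK-293T reporter cells stimulated with the NOD1 agonist gamma-tri-DAP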
NOD2 inhibition = inhibition of NOD2-driven NF-kB reporter – cell-based, luminescence, uHTS, HEK293 (AID 1566); HEK293 NOD2/NF-kB luciferase reporter, luminescence; higher % means a stronger effect; one-dose inhibition, % at 4 µM; EC50 in µM for titrated hits; actives 0.63% (n = 290,000); in the data active = inhibition above about 50%; also: many of its hits are not listed in these tables
Starred values were filed as active, the others as inactive.

Start of the data: the first 3 compounds, ahead of the listing:
#	smiles	NOD1 NF-kB reporter	NOD2 inhibition
1	CCOc1cccc2cc(C(=O)NCc3ccc(F)cc3)c(=N)oc12	-3%	8%
2	CCOC(=O)C1CCN(C(=O)c2cc3ccc(OC)cc3[nH]2)CC1	-9%	-20%
3	CC(=O)c1cccc(NC(=O)CN2C(=O)c3ccccc3C2=O)c1	-22%	12%

The whole of this part (from the top)
#	smiles	NOD1 NF-kB reporter	NOD2 inhibition
1	CCOc1cccc2cc(C(=O)NCc3ccc(F)cc3)c(=N)oc12	-3%	8%
2	CCOC(=O)C1CCN(C(=O)c2cc3ccc(OC)cc3[nH]2)CC1	-9%	-20%
3	CC(=O)c1cccc(NC(=O)CN2C(=O)c3ccccc3C2=O)c1	-22%	12%
4	Cc1cc(C)cc(CN2CCC(Oc3ccc(C(=O)N4CCCC4)cc3)CC2)c1	-6%	11%
5	O=C(CC(c1ccccc1)c1cc(Cl)ccc1O)NCCCN1CCOCC1 (centres undefined)	52%	17%
6	CCc1ccc2oc(C(=O)NCC(c3ccc(OC)cc3)N3CCCCC3)c(C)c2c1 (centres undefined)	5%	-25%
7	Cc1coc2cc3oc(=O)ccc3cc12	-8%	11%
8	Cc1ccc(N(CC(=O)NCc2ccco2)C(=O)CNS(=O)(=O)c2ccc(F)cc2)c(C)c1	15%	7%
9	CCOc1ccccc1CNC(=O)CCCn1ccc2cc(S(=O)(=O)N3CCCC3)ccc21	-28%	14%
10	CCOCc1nnc(NC(=O)CS(=O)(=O)c2ccc(C)cc2)s1	4%	18%
11	CCOC(=O)CN1C(=O)S/C(=C\c2ccc(-c3ccc(C(=O)O)c(Cl)c3)o2)C1=O	-14%	17%
12	O=C(NC(=S)Nc1cccc2cc(O)ccc12)c1ccccc1Br	4%	7%
13	COCCCN1C(=O)C(=O)/C(=C(/O)c2ccc(S(=O)(=O)N3CCCCC3)cc2)C1c1ccc(OC)cc1 (centres undefined)	-30%	-10%
14	COc1ccc2nc(NC(=O)c3ccc([N+](=O)[O-])o3)sc2c1	23%	28%
15	CC1CCN(Cc2cc(=O)oc3ccc(C(C)C)cc23)CC1	6%	-59%
16	COc1ccccc1OCC(=O)NC1CCCc2ccccc21 (centres undefined)	-12%	15%
17	O=C(Cc1ccccc1)NCC(=O)N1CCC1	-24%	-8%
18	Cc1nc([N+](=O)[O-])cn1CC(=O)c1ccc(OC(F)(F)F)cc1	-16%	-11%
19	CSc1nsc(SCC(=O)Nc2ccccc2C(N)=O)n1	2%	4%
20	Cc1[nH]c(=O)c(C#N)c(C)c1CCC(=O)NCc1ccc(Cl)cc1	-4%	8%
21	CC(=O)c1ccc(N(C(=O)c2ccco2)C(C(=O)NC2CCCC2)c2cccs2)cc1 (centres undefined)	-8%	-7%
22	Cc1ccccc1NC(=O)Cc1nc(COC(=O)C(C)C)cs1	-18%	6%
23	COc1ccccc1NC(=O)CC12CC3CC(CC(Br)(C3)C1)C2	30%	-23%
24	COc1ccc(CCC(C)NCc2ccc(Cl)c(Cl)c2)cc1 (centres undefined)	-2%	11%
25	O=C(NNC(=O)c1cc2ccccc2oc1=O)c1ccccc1[N+](=O)[O-]	-22%	-6%
26	CCN(CC(=O)NCc1ccc(Cl)cc1)C(=O)CCc1ccccc1	2%	8%
27	CCS(=O)(=O)c1nc(S(=O)(=O)c2ccc(Cl)cc2)c(N2CCC(C(N)=O)CC2)s1	-11%	15%
28	COc1ccccc1CCC(=O)N1CCN(C(=O)c2ccccc2)CC1	-5%	-13%
29	COc1ccc(CCN(C)C(=O)c2ccc(S(=O)(=O)Nc3ccccc3C)cc2)cc1OC	10%	20%
30	COc1ccc(NC(=O)CSC(C)c2nc3ccccc3c(=O)[nH]2)cc1 (centres undefined)	-44%	3%
31	CC1Sc2ccc(S(=O)(=O)CCC(=O)NCc3cccs3)cc2NC1=O (centres undefined)	-10%	7%
32	COc1ccc(NC(=O)N2CCN(S(=O)(=O)c3ccc(F)cc3)CC2)c(OC)c1	-21%	16%
33	CCOc1ccc(NC(=O)CS(=O)CC(=O)N(CC(=O)NC(C)(C)C)C2CCCC2)cc1 (centres undefined)	-23%	36%
34	Cc1ccc(CNc2nc(C)c(C(=O)N(C)C)s2)cc1	-14%	-8%
35	COc1ccc(NC(=O)C2CCCN2S(=O)(=O)c2ccc(Cl)cc2)cc1 (centres undefined)	-27%	7%
36	CCOC(=O)c1c(S(=O)(=O)NCC(=O)N2CCN(c3ccc(OC)cc3)CC2)c(C)n(C)c1C	-24%	7%
37	CCN1CCc2[nH]c3ccccc3c2C1	-4%	1%
38	O=C1CSC(=S)N1/N=C/c1c(F)cccc1F	-36%	-4%
39	COc1ccc(-c2csc3ncnc(N4CCN(c5ccccc5O)CC4)c23)cc1	4%	-10%
40	CC(=O)Nc1ccc(CN(C)CC2CCCN(CCc3cccc(C(F)(F)F)c3)C2)cc1 (centres undefined)	-6%	-2%
41	CSCc1c(C(=O)Nc2ccc3c(c2)OCO3)oc2ccccc12	-36%	2%
42	CSc1nc(=S)n(-c2cc(C)ccc2C)c(C)c1C(C)=O	-8%	20%
43	CCc1cccc(NC(=O)C2CCN(S(=O)(=O)c3ccc4c(c3)CC(C)N4C(C)=O)CC2)c1 (centres undefined)	-10%	23%
44	CC(=O)NC(CC(=O)NCCc1ccccc1)c1ccccc1 (centres undefined)	-12%	4%
45	NCCNC(=O)c1c(O)c2cccc3c2n(c1=O)CCC3	47%	6%
46	CC1COc2ccccc2N1C(=O)c1ccc(F)cc1 (centres undefined)	-10%	-4%
47	COc1ccccc1C(C(=O)NCc1ccccc1)N(C(=O)c1csnn1)C1CC1 (centres undefined)	2%	10%
48	NC(=O)NC(=O)COC(=O)c1ccc2noc(-c3ccccc3)c2c1	-18%	-31%
49	CN(C)S(=O)(=O)N1CCc2ccc(NC(=O)c3ccccc3Cl)cc2C1	-17%	13%
50	COc1ccc(CCNC(=O)c2cc(S(=O)(=O)N(C)C)ccc2N2CCCC2)cc1	-8%	16%

Next entries.
#	smiles	NOD1 NF-kB reporter	NOD2 inhibition
51	Cc1cc(C)nc(SCc2ccc(Cl)cc2)n1	-19%	13%
52	O=C(OCC1OC(n2cc(Br)c(=O)[nH]c2=O)C(Br)C1O)c1ccccc1 (centres undefined)	-4%	11%
53	Cc1cccc(NC(=O)c2ccc3c(c2)OCCO3)c1C	-18%	-26%
54	COc1cccc2c1cc1c(=O)n(CC(=O)N3CCC(C)CC3)nc(C)n12	-17%	22%
55	CCCc1cc(=O)oc2c3c(cc(OCC(=O)N[C@@H](C)C(=O)O)c12)OC(C)(C)CC3	-11%	-9%
56	COc1ccc(Cc2nnc(Nc3ccccc3)s2)cc1Br	7%	24%
57	COc1ccc(CNC(=O)CN(Cc2ccccc2OC)C(=O)c2csnn2)cc1	-20%	7%
58	COc1ccc(/C=N/NC(=O)NC23CC4CC(CC(C4)C2)C3)c(OC)c1	-12%	-11%
59	O=C(Nc1ccc2c(c1)OCO2)O[C@@H]1C[C@H]2CCCC(=O)N3CC[C@@H](C1)[C@@H]23	-10%	7%
60	CC1CN(C(=S)Nc2ccccc2)CC(C)O1 (centres undefined)	24%	11%
61	CN(C)C(=O)CSc1nnc(-c2ccc(S(=O)(=O)N3CCCC3)cc2)n1C	20%	-24%
62	Cc1ccnc(NC(=O)CCS(=O)(=O)c2ccccc2)c1	-39%	-17%
63	C=CCn1c(SCC(=O)Nc2ccc(OC)cc2)nnc1-c1cnccn1	-23%	6%
64	C=CCc1cc(C)ccc1OCCCn1ccnc1	-21%	1%
65	COc1ccc(S(=O)(=O)N2CCN(C(=O)NCc3ccc(C)cc3)CC2)cc1	-14%	15%
66	Cc1sc2ncn(CC(=O)N3CCN(c4ccccc4)CC3)c(=O)c2c1S(=O)(=O)N1CCOCC1	-30%	-9%
67	O=C(NCc1ccc(Cl)cc1)C1CCN(S(=O)(=O)c2cccnc2)CC1	-1%	1%
68	Cc1ccc(C(=O)NC(C)c2ccccc2)cc1S(=O)(=O)N1CCOCC1 (centres undefined)	-43%	-7%
69	Cc1ccnc(NC(=O)CNC(=O)c2ccccc2Br)c1	-24%	-23%
70	S=C(NCc1ccccc1)N/N=C/c1cccs1	22%	0%
71	O=C(c1ccccc1NS(=O)(=O)c1ccc(Br)cc1)N1CCOCC1	-24%	-5%
72	CC1CCCCC1NC(=O)c1nn(C)c2c1CS(=O)(=O)c1ccccc1-2 (centres undefined)	1%	17%
73	[O-][n+]1cccc(C(O)c2ccccc2)c1 (centres undefined)	-10%	5%
74	COc1ccc(OCc2nnc(SCC(=O)Nc3ccc(C)cc3)o2)cc1	22%	-12%
75	CC(C)(C)C(=O)CN1C2=NCCCN2c2ccccc21	-16%	3%

Profiles, looked up by structure. Order of values: NOD1 NF-kB reporter	NOD2 inhibition
`Cc1ccnc(NC(=O)CNC(=O)c2ccccc2Br)c1` as listed: -24%	-23%
`Cc1cc(C)nc(SCc2ccc(Cl)cc2)n1` as listed: -19%	13%
`COc1ccc(CCN(C)C(=O)c2ccc(S(=O)(=O)Nc3ccccc3C)cc2)cc1OC` as listed: 10%	20%
`O=C(NCc1ccc(Cl)cc1)C1CCN(S(=O)(=O)c2cccnc2)CC1` as listed: -1%	1%
`Cc1ccnc(NC(=O)CCS(=O)(=O)c2ccccc2)c1` as listed: -39%	-17%

The list goes on.
#	smiles	NOD1 NF-kB reporter	NOD2 inhibition
76	CCOc1ccccc1NC(=O)NC1Cc2ccccc2C1	-4%	4%
77	Cc1cccc(CCNS(=O)(=O)c2ccc3c(c2)NC(=O)C(C)S3)c1 (centres undefined)	13%	25%
78	CC(C)c1nc2cc(C(=O)N3CCN(c4cnccn4)CC3)ccc2o1	-26%	2%
79	COc1cccc(NC(=O)c2cccc(C(=O)Nc3cccc(OC)c3)n2)c1	-36%	4%
80	Cc1ccc(NC(=O)C2C3C=CC4(O3)C2C(=O)N(CCCN2CCCC(C)C2)C4C(=O)NC2CCCCC2)cc1 (centres undefined)	-32%	-5%
81	CCOC(=O)CC1COCCN1C(=O)c1cc(COc2ccc(F)c(F)c2)on1 (centres undefined)	-18%	9%
82	N#Cc1c(-c2ccccc2)cc(-c2ccc(O)cc2)nc1N	2%	2%
83	O=C(c1ccc2c(c1)OCO2)N(c1ccc(Br)cc1)C1C=CS(=O)(=O)C1 (centres undefined)	-9%	-16%
84	CCOc1ccc(N2CC(C(=O)NC3CCSC3=O)CC2=O)cc1 (centres undefined)	16%	14%
85	O=C(NCCCN1CCOCC1)c1ccc2c(c1)N(Cc1cccc(F)c1)C(=O)c1ccccc1S2	9%	24%
86	O=C1C(=O)N(Cc2ccncc2)C(c2cccc(O)c2)/C1=C(\O)c1ccc2c(c1)OCCO2 (centres undefined)	-1%	-12%
87	CCOC(=O)N/N=C\c1ccc(OC/C=C/c2ccccc2)cc1	-34%	-7%
88	Cc1ccc(NC(=O)C(CC(=O)O)C2CCCO2)c(C)c1 (centres undefined)	-18%	10%
89	Cc1ccc(S(=O)(=O)c2nc(S(=O)(=O)c3ccccc3)sc2N2CCN(CCO)CC2)cc1	18%	-2%
90	COc1ccc2[nH]c3c(c2c1)CCN1C(=O)N([C@@H](C)C(=O)NCCc2ccc(F)cc2)C(=O)[C@]31C	-6%	18%
91	O=C(Nc1ccc(Cl)c(Cl)c1)c1ccc2c(c1)OCO2	-88%	-146%
92	Cc1cc(Cl)c(OCCn2ccnc2)c(Br)c1	2%	21%
93	O=C1/C(=C/c2ccccc2F)SC(=S)N1CCC(=O)N1CCCCC1CCO (centres undefined)	0%	-4%
94	CCOCCn1c(CN2CCN(C(=O)c3ccco3)CC2)nc2c1c(=O)n(C)c(=O)n2C	-13%	1%
95	O=C(/C=C/c1ccccc1Cl)NCCCn1ccnc1	-15%	7%
96	O=C(O)CSCC(=O)N1CCc2c([nH]c3ccccc23)C1C(F)(F)F (centres undefined)	-8%	-9%
97	Cn1c2ccccc2c(=O)c2ccc(-c3ccc4c(c3)OCO4)cc21	-12%	-114%
98	COc1ccc(NC(=O)CSc2nc(SC)ns2)c(OC)c1	-60%	-22%
99	Cn1c(CNC(=O)CNC(=O)c2ccccc2)cc(=O)n(C)c1=O	-16%	12%
100	O=C(C1CCCN1S(=O)(=O)c1cccc2nsnc12)N1CCN(c2ccc(F)cc2)CC1 (centres undefined)	-16%	4%
101	Cc1ccc(C)c(NC(=O)CN(C)C(=O)c2ccncc2)c1	-24%	5%
102	CCc1cc(=O)oc2c(C)c(OCC(=O)NCCCN3CCCC3=O)ccc12	-2%	-7%
103	O=C(Nc1c2c(nn1-c1ccccc1)CS(=O)(=O)C2)c1ccc2c(c1)OCO2	-9%	8%
104	Cc1nnc(Nc2ccc(F)cc2)c2ccccc12	-14%	9%
105	CC(C)c1ccc(NC(=O)CCNS(=O)(=O)c2ccc3[nH]c(=O)oc3c2)cc1	-9%	3%
106	CC(/C=N/NC(=O)COc1ccccc1C)=N\NC(=O)COc1ccccc1C	-14%	5%
107	COc1ccc(C(=O)NCCN2CCN(C(=O)c3ccc(OC)cc3)CC2)cc1	-21%	0%
108	O=C(c1ccc(OC2CCN(CCc3ccccc3)CC2)cc1)N1CCC(CO)CC1	0%	2%
109	COc1ccccc1N1C(=O)Cc2ccccc2C1=O	15%	-11%
110	O=C(NCC1COc2ccccc2O1)c1ccc(Br)s1 (centres undefined)	-58%	-27%
111	O=C(NCCN1CCOCC1)c1cc(-c2ccccc2Cl)nc2ccccc12	-16%	9%
112	COc1ccccc1C(=O)NNC(=S)NC(=O)c1cccs1	7%	28%
113	Cc1oc(-c2ccc(Cl)cc2)nc1CS(=O)CC(=O)NCCN1CCCCCC1 (centres undefined)	-2%	-18%
114	CCCCN(C)C(=O)c1cc2c(Cl)nc3ccccc3c2s1	-2%	19%
115	CSCC[C@H](NC(=O)Cc1c(C)c2cc3c4c(oc3cc2oc1=O)CCCC4)C(=O)O	3%	-20%

Source: PubChem

This is a subset; rates above refer to the full screens.
